Source: PubChem BioAssay (Fisher Drug Discovery Resource Center)
mcGAS inh: mouse cGAS inhibition by luminescence; Q8C6L5; recombinant cGAS, Kinase-Glo ATP depletion luminescence; inhibition, % at 12.5 µM; hit rate 0.15% among 160,000; AID 1259399;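 also: 0% = negative control wells and 100% = reference inhibitor with no enzyme activity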
hcGAS inh: human cGAS inhibition. Q8N884. recombinant h-cGAS, ATP depletion, Kinase-Glo luminescence. inhibition, % at 12.5 µM. hit rate 0.081% among 290,000. AID 1259398;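 also: 0% = vehicle reaction and 100% = reaction without DNA for no activity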
Target sequence (Q8N884 whole entry, looked up): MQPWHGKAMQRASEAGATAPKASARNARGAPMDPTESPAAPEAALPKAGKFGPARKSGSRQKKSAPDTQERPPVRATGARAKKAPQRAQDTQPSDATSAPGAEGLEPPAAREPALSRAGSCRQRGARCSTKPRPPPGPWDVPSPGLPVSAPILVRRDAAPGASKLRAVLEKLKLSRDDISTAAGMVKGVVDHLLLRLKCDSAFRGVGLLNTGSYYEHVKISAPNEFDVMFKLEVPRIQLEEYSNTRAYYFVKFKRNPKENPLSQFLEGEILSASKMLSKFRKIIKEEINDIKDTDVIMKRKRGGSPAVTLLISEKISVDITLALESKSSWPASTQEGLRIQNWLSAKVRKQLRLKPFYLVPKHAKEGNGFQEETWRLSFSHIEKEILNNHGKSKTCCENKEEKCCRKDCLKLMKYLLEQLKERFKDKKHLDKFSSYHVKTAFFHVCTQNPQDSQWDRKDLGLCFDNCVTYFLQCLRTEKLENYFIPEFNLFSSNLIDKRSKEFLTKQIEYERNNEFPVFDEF
NPYLR7 ag: activates Aedes aegypti NPYLR7 receptor. HEK293T NPYLR7/Galpha15, GCaMP6s calcium fluorescence. activation, % at 10 µM. hit rate 0.15% among 270,000. AID 1259423; in the data active = activation above about 40%;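 also: 0% = vehicle and 100% = reference agonist at the receptor; some compounds past the cut are filed as inactive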
Starred values were filed as active, the others as inactive; / = no result given; & = joins results of further samples. Rule as the data show it, unless noted: active = inhibition above about 40%; inactive = the rest.

SMILES | mcGAS inh | hcGAS inh | NPYLR7 ag
O=C(NC1CCCc2ccccc21)c1ccc(-c2cc(-c3ccc(Cl)cc3Cl)[nH]n2)cc1 (centres undefined) | 2 | 3 | 2
C#Cc1cccc(N(C(C)C)S(=O)(=O)c2ncn(C)c2Cl)c1 | / | -3 | 1
C=CCN1C(=O)C(=Cc2ccccn2)SC1=S | -6 | -4 | 7
COCc1nc(-c2cccc(CN3CCN(C(=O)COCc4ccccc4)CC3)c2)no1 | -8 | -6 | 2
CCOC(=O)C(Cc1cc(N2CCN(S(=O)(=O)c3c(Cl)cccc3Cl)CC2)ccc1Cl)OC (centres undefined) | -4 | -2 | 3
CCN(C(C)=O)C1CCN(c2ncnc3sc4c(c23)CCNC4)C1 (centres undefined) | / | -5 | 11
CCN(C(=O)CC12CC3CC(CC(C3)C1)C2)C1CCOCC1 | -11 | -9 | -1
COC(=O)CSc1sc(=O)sc1SCC#N | 19 | -1 | 3
COc1ccccc1N1C(=O)NC2CC1(C)Oc1c(OC)cc(Br)cc12 (centres undefined) | -8 | -10 | -3
CCC(=O)c1ccc(Oc2cnn(-c3ccccc3)c(=O)c2Cl)cc1 | / | 7 | -3
CC(=O)Nc1ccc(C2=NOC(C)C(=O)N2Cc2cccc(C#N)c2)cc1 (centres undefined) | / | -3 | 0
Cc1nc2nc(-c3ccc(C(C)C)cc3)cc(C(=O)O)c2[nH]1 | -7 | -7 | -1
COc1ccccc1C(C)N(C)C(=O)c1ncc[nH]1 (centres undefined) | / | -4 | 6
CCCC1(NC(=O)Cc2c(C)nc(N)nc2C)CC1 | / | 1 | 7
Cc1ccc(C)c(NC(=O)CSc2nnc3ccccn23)c1 | -1 | -2 | -4
O=S(=O)(c1ccc(C2=NNC(=NC3CCCC3)SC2)cc1)N1CCCCC1 | / | -6 | 0
O=S(=O)(Nc1ccccc1-c1n[nH]c2c1CCC2)c1ccc2c(c1)CCO2 | / | -7 | 8
CC(=O)c1cccc(-c2ccc3c(c2)C(C)(Cc2ccccc2F)C(=O)N3)c1 (centres undefined) | -3 | -1 | 1
CN(Cc1cc(-c2ccccc2)no1)Cc1cccnc1N | / | -3 | 10
CCC(Nc1nccc(-c2ccc(C)nc2C)n1)c1cn2cccnc2n1 (centres undefined) | / | -7 | -1
Cc1cccc2ncc(C(=O)N3CCC4(CCNC(=O)CC4)CC3)c(=O)n12 | / | -2 | 13
O=C(CN(CCCN1CCOCC1)S(=O)(=O)c1ccc([N+](=O)[O-])cc1)N(Cc1ccccc1)Cc1ccco1 | -6 | -10 | 10
COC(=O)CNc1ccc(OC)cc1C(=O)OC | / | -6 | 5
COc1cccc(CN2CC(O)CN(C(=O)C3CCCCC3)CC2=O)c1OC (centres undefined) | -9 | 1 | 6
O=C(CN(Cc1ccco1)C(=O)c1cccc(Cl)c1)N1CC(=O)N(c2ccc(Cl)cc2)C1 | -6 | -6 | -5
Cc1ncsc1CCN(C)C(=O)c1cc2n(n1)CCCN(C)C2 | / | 1 | 1
CCCCCCCC(C)=NNc1nc(C)cc(=O)[nH]1 | -3 | -2 | 7
O=C1CCCN1CCCn1c(-c2ccco2)csc1=Nc1ccc(F)cc1 | / | -6 | -4
COc1ccc(CNC(=O)Cn2cnc([N+](=O)[O-])n2)cc1 | -5 | -6 | -5
CN1C[C@@H](NC(=O)COc2ccccc2)C[C@H]1C(=O)N[C@H]1CCCCNC1=O | / | -6 | 2
COc1cc(OC)cc(C(=O)NCC(c2cccs2)N2CCOCC2)c1 (centres undefined) | -6 | -5 | 6
N#CCOC(=O)c1cccc2ccccc12 | / | -2 | 0
CCC(C(=O)N(Cc1cccc(OS(=O)(=O)CC)c1)C(C)C)c1ccccc1 (centres undefined) | -4 | -6 | -3
CC(CCn1cccn1)Nc1nncc(-c2ccc3ccccc3c2)n1 (centres undefined) | / | -10 | 20
CCOc1ccc(-c2[nH]ncc2-c2ccc(OC)cc2)c(O)c1 | -7 | -9 | 1
CCc1nc(C)cn1Cc1nc(-c2ccc3c(c2)OCO3)no1 | -7 | -9 | /
O=C(COC1CCCCC1)Nc1cccc(-n2cccn2)c1 | -6 | -11 | 3
CCCN(CC(=O)N1CC(=O)N(c2ccc(Cl)cc2)C1)S(=O)(=O)c1ccc(C(C)(C)C)cc1 | -3 | 0 | 2
COc1ccc(Br)cc1CS(=O)(=O)c1ncc[nH]1 | / | -8 | -20
CCCNC(=O)Cn1c(=O)n(-c2ccc(F)cc2F)c(=O)c2ccc(Cl)cc21 | -3 | -2 | -4
O=c1c2ccccc2cnn1CN1CCN(S(=O)(=O)c2ccc(Cl)c(Cl)c2)CC1 | -8 | -10 | 20
CCCCCc1ccc(C(=O)N(CC(=O)N(CCc2c[nH]c3ccccc23)Cc2ccc(Cl)c(Cl)c2)CC(C)C)cc1 | 0 | 1 | -17
CCN(CC)C(=O)Oc1ccc2c(ccn2Cc2ccc(F)cc2C(F)(F)F)c1-c1ccc(OC)cc1 | -8 | -9 | 26
Cc1c(C(=O)NCCC2=CCCCC2)cnc2c(-c3ccc(C(C)C)cc3)cnn12 | -5 | -2 | 16
CCCCS(=O)(=O)/C=C/C=C/S(=O)(=O)CCCC | / | 1 | 6
CN(C)CCCOc1ccc(-c2nnc3ccc(C#Cc4ccccc4)cn23)cc1 | -5 | -5 | 32
O=C(NC12CC3CC(CC(C3)C1)C2)C1(c2ccc(Cl)cc2)CCC1 | -12 | -6 | 1
C=CCSc1nc2c(c(=O)[nH]1)C(c1cccs1)C(C(=O)OC)=C(C)N2 (centres undefined) | / | 0 | 1
C=CCc1c(C)nc2c(-c3ccc(Cl)cc3)c(CC)[nH]n2c1=O | / | -9 | -18
Cc1ccc(C)c(OC(C)C(=O)N(C)Cc2noc(C3CC3)n2)c1 (centres undefined) | -5 | 7 | 0
Cc1ccc(-c2[nH]ncc2CNCc2cccc(N(C)C)c2)o1 | / | -5 | 2
CC(C)N(CC(=O)N(Cc1cccn1Cc1ccc(Br)cc1)C1CCCCC1)C(=O)N(C)C | -5 | -9 | 1
CCCC1CC(CSc2ncn[nH]2)OC1=O (centres undefined) | / | 1 | 6
Cc1sc2ncnc(SCC(=O)Nc3cccnc3)c2c1C | -9 | -8 | 3
Cc1ccc(N2C(=O)CSC2c2ccc(NC(=O)c3cccs3)cc2)cc1F (centres undefined) | -6 | -7 | -2
COc1cccc(C(=O)N(Cc2ccco2)Cc2c(-c3cccc(C)c3)noc2N2CCOCC2)c1 | 1 | -4 | -11
CCC(C(=O)N(C)Cc1ccc(C)o1)n1cccc1 (centres undefined) | / | -4 | 0
Cc1cccc(CNc2nc3cnc(-c4cccc(F)c4)cc3n2C)c1 | -8 | -3 | 7
CN(C)CC1(O)CCCN(C(=O)c2cn3cc(Cl)cnc3n2)C1 (centres undefined) | -9 | -4 | 1
Brc1ccc(C2=Nc3nnnn3C(c3cccc(Br)c3)C2)cc1 (centres undefined) | / | -6 | 22
The listing continues.
SMILES | mcGAS inh | hcGAS inh | NPYLR7 ag
Cc1ccc(/C=C\S(=O)(=O)NCCn2ncccc2=O)cc1 | / | -6 | 3
CCN(CC1CCCN(CCc2cccc(OC)c2)C1)C(=O)Cc1nonc1C (centres undefined) | -2 | -11&-1 | 5&4
COc1ccc(S(=O)(=O)N2CCCN(c3nc(CCC(C)C)nc4c3cnn4-c3cccc(Cl)c3)CC2)cc1 | 6 | 3 | 4
CC(C)CC(C#N)NC(=O)C1CC(=O)N(CCN2CCOCC2)C1 (centres undefined) | / | -7 | 7
CNc1nc(C(=O)NC2CCCCC2C)cs1 (centres undefined) | / | -3 | 2
O=C(NN=C1CC2CC=CC12)c1ccc(Br)cc1 (centres undefined) | / | 0 | -4
c1ccc(Cc2nc(C3CC3)nn2-c2ccc3c(c2)OCCO3)nc1 | -12 | -10 | 10
c1ccc(-c2ncn(CCc3cccs3)c2CCn2cccn2)cc1 | -9 | -9 | /
COc1ccc(C2Nc3ccccc3C(=O)N2c2ccccc2)cc1 (centres undefined) | -7 | -6 | -14
COc1cc(C2NC(=O)NC(C)=C2C(=O)OC2CCCC(C)C2)ccc1O (centres undefined) | -4 | -3 | -6
C=C(C)Cn1c(=O)c2c(nc3n2CC(C)CN3c2cc(Cl)ccc2C)n(C)c1=O (centres undefined) | -2 | -3 | 1
CN(C)C(=O)C1CCCN1CCCNC(=O)/C=C/c1cscn1 (centres undefined) | / | -14 | 6
CCc1nc(-c2nccn2C2CCCc3sc(C)nc32)c(C)[nH]1 (centres undefined) | / | -5 | 1
OCc1nnc2c3ccccc3c(-c3ccc(Cl)cc3)nn12 | / | -1 | -20
CCOC(=O)N1CCN(CC(=O)NC(C)(C#N)C2CC2)CC1 (centres undefined) | / | -1 | 6
C=c1occc1=C1N=C(c2ccc(NC(=O)c3ccc(Br)o3)cc2)NO1 | / | -2 | -4
CCCn1[nH]nnc1=S | / | 1 | 12
CCOC(=O)C(N)Cc1cc(Cl)cc(Cl)c1 (centres undefined) | / | -7 | 11
COc1ncc(-c2c(-c3ccccc3)ncn2Cc2c(C)n[nH]c2C)cn1 | / | -6 | 24
O=C(CCN1C(=O)COc2ccccc21)Nc1nc(-c2ccc(Cl)cc2Cl)cs1 | -8 | -1 | 4

One compound at a time, as listed above. Order of values: mcGAS inh | hcGAS inh | NPYLR7 ag
`O=C(CCN1C(=O)COc2ccccc21)Nc1nc(-c2ccc(Cl)cc2Cl)cs1` is entered as -8 | -1 | 4
`CN(C)C(=O)C1CCCN1CCCNC(=O)/C=C/c1cscn1` (centres undefined) is entered as / | -14 | 6
`COc1ccc(C2Nc3ccccc3C(=O)N2c2ccccc2)cc1` (centres undefined) is entered as -7 | -6 | -14
`c1ccc(-c2ncn(CCc3cccs3)c2CCn2cccn2)cc1` is entered as -9 | -9 | /
`CNc1nc(C(=O)NC2CCCCC2C)cs1` (centres undefined) is entered as / | -3 | 2

Compounds from the list above containing a nitro group on carbon (2):
SMILES | mcGAS inh | hcGAS inh | NPYLR7 ag
O=C(CN(CCCN1CCOCC1)S(=O)(=O)c1ccc([N+](=O)[O-])cc1)N(Cc1ccccc1)Cc1ccco1 | -6 | -10 | 10
COc1ccc(CNC(=O)Cn2cnc([N+](=O)[O-])n2)cc1 | -5 | -6 | -5

As a working copy, part of the list above:
SMILES | mcGAS inh | hcGAS inh | NPYLR7 ag
Cc1ccc(/C=C\S(=O)(=O)NCCn2ncccc2=O)cc1 | / | -6 | 3
CCN(CC1CCCN(CCc2cccc(OC)c2)C1)C(=O)Cc1nonc1C (centres undefined) | -2 | -11&-1 | 5&4

Next compounds.
SMILES | mcGAS inh | hcGAS inh | NPYLR7 ag
CC(C)Cc1nc(CCN2CCCO2)n(-c2ccc(F)cc2)n1 | -7 | -5 | 0
O=C(Cc1csc(NC(=O)c2ccc[nH]c2=O)n1)NCC1CCCCC1 | -10 | -7 | 7
O=C1NCC2(CCCN(C(=O)CCNC(=O)c3ccc(F)cc3)C2)O1 (centres undefined) | / | -4 | 4
O=C(NCCNC(=O)C1CCN(C(=O)CSc2ccccc2)CC1)c1ccccc1 | -3 | -1 | 0
Cc1ccsc1CN(Cc1ccc(F)cc1)C(=O)CN(C(=O)c1ccc([N+](=O)[O-])cc1)C1CCCCC1 | -6 | -6 | -2
CC(C)Oc1cc(Br)ccc1C(=O)N1CCSCC1 | -17 | -11 | 19
Brc1ccc(NCC2CCCO2)cc1 (centres undefined) | / | 6 | -6
Cc1nc(CN2CCN(C(=O)c3cc4c(C)nn(-c5cccc(Cl)c5)c4s3)CC2)cs1 | / | -7 | 2
CN1CCC(N(C)CCN(C)S(=O)(=O)c2cccc(Br)c2)CC1 | / | -8 | 5
COc1cc(-c2nc3c(F)cccc3n2C2CC2)ccc1OCC#N | -2 | 5 | 3
CC(C)CCN(CCC(C)C)S(=O)(=O)Nc1ccn(C)n1 | / | -9 | 3
O=C(NCc1ccco1)C1CCN(C(=O)c2cn(-c3ccccc3)nn2)CC1 | / | -5 | -3
Fc1cc(Br)ccc1N=Cc1ccc2ncccc2c1 | -3 | -3 | 19
Cc1ccc(-c2cc(C(=O)NC(C)(C)C)on2)cc1 | / | -4 | 6
Cc1ccc(C(NC(=O)C2CCN(CCOc3ccc(Cl)cc3)CC2)c2ccccn2)cc1 (centres undefined) | -2 | -2 | 7
Cc1ccc2c(c1)oc(=O)n2C1CCN(C(=O)C(C)Cl)CC1 (centres undefined) | -6 | -10 | 9
Cc1nn(-c2ccc(Nc3ccc(NS(=O)(=O)c4ccc(F)cc4)cc3)nn2)c(C)c1C | -9 | -5 | -3
CCOC(=O)C(C)Sc1ccc2nnc(CCNC(=O)c3ccccc3)n2n1 (centres undefined) | -7 | -6 | 8
CCc1n[nH]c(=O)c(C(=O)N2CC(C)(C)C2(C)C)c1CC | -14 | -7 | 5
